Screens from PubChem BioAssay.
CFTR F508del cor: CFTR F508del correction in bronchial cells. activity (quench increase), % at 7.58 µM. actives 0.36% (n = 350,000). CFBE cells, YFP halide quenching; stimulated with forskolin plus potentiator P3; % fluorescence drop versus neutral controls. AID 720511;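 active = mean added fluorescence quench of at least 8% versus neutral control, with both replicates also reaching 8%; inconclusive = only one of the mean or replicate conditions met; inactive = mean below 8% and not both replicates reaching 8%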;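 note: cells transiently co-express mutant CFTR-F508del with the halide-sensitive YFP; corrector assay measuring rescue of mutant channel to the surface after 24 h compound exposure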
DENV2 CPE rescue: inhibitors of DENV2 cytopathic effect; CPE inhibition, % at 9.99 µM; actives 1.7% (n = 350,000); DENV2-infected cells, cytopathic effect rescue, plate reader; in the data active = CPE inhibition above about 20%, passing the limit was not always enough; inconclusive = no clear call, values can overlap the other calls; tested in BHK-21 cells;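 note: 0% = median of neutral control wells and 100% = median of positive control wells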
ERp5 inh: ERp5 (human) disulfide isomerase inhibition; Q15084; ERp5 insulin aggregation, absorbance 650 nm, 90 min; inhibition, % at 9.99 µM; actives 0.05% (n = 350,000);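 active = mean replicate inhibition above about 25%, with every replicate also reaching it, limit read from the data, passing the limit was not always enough; inconclusive = only one of those two criteria met; inactive = neither criterion met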
Target sequence (Q15084 whole entry, looked up): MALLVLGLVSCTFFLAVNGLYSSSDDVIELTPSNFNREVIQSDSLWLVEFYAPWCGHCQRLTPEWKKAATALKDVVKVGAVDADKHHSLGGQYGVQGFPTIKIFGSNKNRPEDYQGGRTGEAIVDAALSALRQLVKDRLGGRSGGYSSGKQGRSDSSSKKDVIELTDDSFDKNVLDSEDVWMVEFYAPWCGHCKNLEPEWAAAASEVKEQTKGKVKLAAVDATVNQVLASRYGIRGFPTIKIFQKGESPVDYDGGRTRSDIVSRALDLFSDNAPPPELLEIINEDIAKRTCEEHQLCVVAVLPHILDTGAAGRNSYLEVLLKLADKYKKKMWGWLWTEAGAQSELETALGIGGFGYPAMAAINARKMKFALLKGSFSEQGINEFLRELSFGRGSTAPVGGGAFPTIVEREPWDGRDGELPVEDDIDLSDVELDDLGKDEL
XiGFP reactiv: reactivates the inactive X chromosome in mouse fibroblasts | XiGFP mouse fibroblasts, % GFP-positive cells imaging, 3 d; cells co-treated with 5-aza-dC sensitizer; scaled so ellipticine positive control = 100% | activation, % at 7.58 µM | actives 0.055% (n = 360,000) | AID 743238;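 active = mean normalized replicate activation at least 10% and every replicate at or above 10%; inconclusive = only one of the two criteria met; inactive = mean below 10% and not all replicates reach 10%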;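 note: 0% = median of on-plate neutral control wells and 100% = ellipticine 6 µM median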
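Material: XiGFP fibroblasts, SV40-immortalized. Buffer or medium: DMEM plus 5-aza-dC sensitizer. Compound: single concentration per compound, delivered by pin transfer. Times: 3 days compound exposure. Controls: ellipticine 6 µM.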
EWS-Fli inh: inhibitors of EWS/Fli oncoprotein transcriptional activity; inhibition, % at 12.6 µM; actives 0.67% (n = 350,000); A673 NR0B1-luciferase reporter, viability-normalised;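 active = mean inhibition of at least 50% after viability correction, with every replicate also passing that limit; inconclusive = mean reaches 50% but only one of two replicates passes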;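 note: firefly luciferase signal divided by Alamar Blue viability fluorescence both relative to DMSO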
ARNT-TACC3 inh: disrupts binding between human ARNT and TACC3; Q9Y6A5; AlphaScreen His-ARNT PAS-B/GST-TACC3 binding, luminescence; TACC3 fragment carries E629A point mutation; inhibition, % at 9.99 µM; actives 0.66% (n = 390,000);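 active = mean inhibition of replicates at least 50% and at least half of replicates each reaching 50%; inconclusive = half or more replicates reach 50% but mean below 50%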;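 note: 0% = complete ARNT plus TACC3 wells and 100% = ARNT alone without TACC3; many hits fall short of the cut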
INS-1E GSIS act: GLuc luminescence reporter in INS-1E cells, primary screen for activators of glucose-dependent secretion of insulin. INS-1E GLuc reporter insulin secretion, 2-3 h. activation, % at 16.6 µM. actives 0.61% (n = 370,000). AID 743287;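 active = lowest replicate activation of at least 40%, so every replicate reaches that level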;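 note: 0% = median of neutral control wells and 100% = median of IBMX positive control wells; some compounds called inactive have numbers as strong as hits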
PAX8 reporter: lowers PAX8-driven luciferase in RMG-I cells. RMG-I TPO-luciferase reporter, SteadyGlo, 24 h. inhibition, % at 12.6 µM. actives 1.2% (n = 360,000). AID 652154;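 active = mean replicate inhibition at least 60% with every replicate also reaching 60%; inconclusive = only one of the two criteria is met; inactive = mean below 60% and not all replicates reaching 60%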;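 note: luciferase light reporting Pax8 driven TPO promoter activity; plate controls were median of neutral control wells for no effect and mitoxantrone controls for full effect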
An asterisk follows results filed as active; ? = inconclusive; / = not tested or not shown; & = joins results of further samples.

SMILES	CFTR F508del cor	DENV2 CPE rescue	ERp5 inh	XiGFP reactiv	EWS-Fli inh	ARNT-TACC3 inh	INS-1E GSIS act	PAX8 reporter
Cc1ccccc1N1CCN(C2CCCN(C(=O)CCn3cnnn3)C2)CC1 (configuration not stated)	-0.1	4	2	0.3	/	-6	10	/
O=C(N/N=C/c1ccc(OC(=O)c2ccccc2Br)cc1)c1ccccn1	1.9	-1	-5	0.3	/	25	-8	/
CC(C)(C)n1nc(Cc2cccc3ccccc23)c2c(N)ncnc21	-1.9	1	-5	0.0	4	0	-4	17
COCC(=O)N[C@H]1CC[C@H](CC(=O)NCc2ccc(Cl)cc2)O[C@H]1CO	-2.4	3	14	-0.4	-4	4	14	-2
Nc1nc(Nc2ccccc2F)nc(NCCO)c1[N+](=O)[O-]	0.6	0	3	1.2	-5	/	0	-11
COc1ccc(-c2nc(CS(=O)CC(=O)NCc3cccnc3)c(C)o2)cc1OC (configuration not stated)	-0.8	-1	5	0.0	12	-8	/	16
COc1cc(Cl)cc(/C=C/c2ccc3ccccc3n2)c1OC(C)=O	/	/	/	-0.1	/	-29	-15	-44
COC(=O)C1CN(C(=O)COc2cccc(C)c2C)c2ccccc2O1 (configuration not stated)	3.2	4	1	0.0	4	-11	-4	-8
CC(=O)NCCNc1nc(NCc2cccs2)nc2ccsc12	0.2	71*	-4	0.0	0	/	93	19
O=S1(=O)CCN(C2CCCC2)CC1	-0.5	3	0	0.0	11	/	22	0
CO[C@@H]1CN(C)C(=O)c2cc(NC(=O)Nc3cccc(F)c3)ccc2OC[C@@H](C)N(C(=O)Nc2c(C)noc2C)C[C@H]1C	2.0	0	-1	0.0	11	8	-31	23
CN(Cc1ccccc1)C(=O)CN1C(=O)c2ccccc2S1(=O)=O	-3.1	8	-2	/	-6	-3	-1	-59
COc1cccc(-n2nnnc2SCC(=O)Nc2cccc(C)n2)c1	2.2	1	7	/	-2	1	6	/
CC(=O)Nc1ccc(Nc2c3c4c(cccc4n(C)c2=O)C(=O)c2ccccc2-3)cc1	/	10	0	-0.1	-3	-1	-3	-5
O=C(Cc1ccc(S(=O)(=O)N2CCCC2)s1)N1CCN(c2ccc(F)cc2)CC1	-2.2	4	0	0.0	16	-12	-5	4
C[C@H]1CN([C@@H](C)CO)C(=O)CCCn2nncc2CO[C@@H]1CN(C)S(=O)(=O)c1ccccc1F	1.3	70*	-2	0.1	-5	1	-5	3
CCCC(C)NC(=O)CSc1nc2ccc(C)cc2[nH]1 (configuration not stated)	0.4	-7	5	-0.1	7	-16	9	7
CC1CCCN(C(=O)COC(=O)c2cc([N+](=O)[O-])ccc2N2CCOCC2)C1 (configuration not stated)	3.3	2	4	0.1	-4	2	-3	-1
O=C(C1CCCCC1)N1C[C@@H]2[C@H](c3ccccc31)[C@@H](CO)N2Cc1ccccc1Cl	3.9	2	-3	0.3	20	36	12	9
O=C(O)c1ccc(CSc2nnc(-c3ccncc3)n2-c2ccc(Cl)cc2)cc1	-1.9	0	5	0.0	-4	-1	0	-15
O=C1NC(c2ccco2)Nc2sc3c(c21)CCN(Cc1ccccc1)C3 (configuration not stated)	3.0	-5	3	1.0	-3	-1	8	-15
CCCOc1cccc(C(=O)NC(=S)Nc2ccccc2)c1	/	-5	1	-0.1	-3	0	9	-132
CC(/C=N/NC(=O)CSc1nc(C)cc(C)n1)=C\c1ccccc1	/	/	/	0.0	/	3	-12	-5
Cc1cc(C)cc(NC(=S)N2C3CCCC2CC(NC(=O)C2CC2)C3)c1 (configuration not stated)	1.4	-1	1	0.0	6	-1	-15	10
Cc1ccc(C)c(NC(NC(=O)c2ccccn2)C(Cl)(Cl)Cl)c1 (configuration not stated)	-2.5	-2	-4	0.4	9	25	-10	14

In a second layout: entries from further up
molecule | CFTR F508del cor | DENV2 CPE rescue | ERp5 inh | XiGFP reactiv | EWS-Fli inh | ARNT-TACC3 inh | INS-1E GSIS act | PAX8 reporter
C[C@H]1CN([C@@H](C)CO)C(=O)CCCn2nncc2CO[C@@H]1CN(C)S(=O)(=O)c1ccccc1F | 1.3 | 70* | -2 | 0.1 | -5 | 1 | -5 | 3
CCCC(C)NC(=O)CSc1nc2ccc(C)cc2[nH]1 (configuration not stated) | 0.4 | -7 | 5 | -0.1 | 7 | -16 | 9 | 7

Other structures follow.
SMILES	CFTR F508del cor	DENV2 CPE rescue	ERp5 inh	XiGFP reactiv	EWS-Fli inh	ARNT-TACC3 inh	INS-1E GSIS act	PAX8 reporter
COc1ccc(N(CC(=O)NCc2cccnc2)S(=O)(=O)c2ccc(C)c([N+](=O)[O-])c2)cc1	0.8	13	-63	0.0	5	-6	-28	14
O=C(CCc1ccccc1Cl)Nc1cc2c(cc1C(=O)O)OCCCO2	-2.2	-1	2	0.0	-3	6	-3	-1
COc1cc(OC)c(OC)cc1CN1CCN(C(=O)CC(C)C)CC1	1.2	-3	4	0.2	4	-5	12	6
C/C=C/c1ccc([C@H]2[C@H]3CN(C(=O)Nc4ccccc4F)CCCCN3[C@H]2CO)cc1	1.9	-5	2	0.0	1	2	-6	-22
O=C(O)[C@@H]1[C@@H](CO)[C@@H]2Cn3c(ccc(-c4cncnc4)c3=O)[C@@H]2N1C(=O)C1CCCC1	-2.1	-5	-8	0.0	0	/	6	/
CCCNC(=O)N1C[C@H]2[C@@H](c3ccccc31)[C@H](CO)N2Cc1ccccc1F	-0.6	0	-9	0.0	2	2	-2	1
O=C(O)C[C@H]1CC[C@@H](NC(=O)CCN2CCCCC2)[C@H](CO)O1	-0.3	8	4	0.0	11	/	-3	/
CCCCCCSc1cc(-c2nc3ccc(Cl)cn3c2NCCCC)ccc1OC	-2.5&1.7	0&7	2&1	0.5&0.1	12&4	1	-3	11&-13
Cc1nc(NC(=O)Nc2ccc(Cl)cc2)sc1C	1.3	4	12	0.0	-132	-19	6	-218
CCN1[C@@H]2Cn3c(ccc(-c4ccccc4)c3=O)[C@H]1[C@@H](C(=O)NCc1ccccc1)[C@@H]2CO	-0.4	2	0	0.2	-2	-15	5	/
O=c1c2[nH]c3ccccc3c2nc2n1CCCS2	-0.6	3	1	0.1	-54	/	-4	-17
COc1ccc(C)cc1NC(=O)C1CC(=O)N(CCc2ccc(F)cc2)C1 (configuration not stated)	-1.3	-6	-4	-0.1	-6	6	3	0
COc1cc2c(cc1OC)CN(C(=O)CN1CCN(S(=O)(=O)c3ccccc3Br)CC1)CC2	-0.8	?	4	0.2	10	9	-24	15
Cc1ccc2[nH]c3c(=O)n(N)c(=O)[nH]c3c2c1	-1.6	1	6	0.1	14	/	/	14
COc1ccc(CNC(=O)C2CCC(CNS(=O)(=O)c3cccc4cccnc34)CC2)cc1 (configuration not stated)	-2.1	7	-1	0.1	-1	-2	-23	2
Cc1ccc(C(=O)COC(=O)CNC(=O)c2ccc(N3C(=O)c4ccccc4C3=O)cc2)cc1C	4.1	1	1	0.1	14	-1	5	-18
COc1cccc(C(=O)Nc2ccc3[nH]ncc3c2)c1OC	0.3	6	5	0.5	-63	-10	-7	-128
O=C(NCCCCc1ccccc1)c1cccc(NC(=O)C2CC2)c1	-1.7	-5	-13	0.2	-11	-2	/	6
O=S(=O)(c1ccc2ccccc2c1)N1CCc2ccccc21	-3.1	1	2	0.0	9	0	7	24
CCCNC(=O)N[C@H]1C=C[C@@H](CC(=O)NC2CCCCC2)O[C@@H]1CO	-1.6	-8	-1	0.2	0	-1	2	-3
CC(NS(=O)(=O)c1ccc(Br)cc1)C(=O)NCc1ccc2c(c1)OCO2 (configuration not stated)	-3.7	8	1	0.0	-10	-7	2	9
CC(C)[C@H]1COCn2nncc2CCCC(=O)N1	/	9	3	0.0	2	/	4	-7
Cc1nn(-c2ccccc2)c(N2CCCC2)c1/C=N/NC(=S)Nc1ccc(F)cc1	1.6	-5	-1	-0.7	-2	26	75*	-21
O=C(COc1cc(Cl)c(Cl)cc1Cl)Nc1cccc(O)c1	-1.1	6	-2	0.0	-75	/	20	-102
CC(Cl)C(=O)c1c(N)n(C)c(=O)n(C)c1=O (configuration not stated)	0.0	-3	-2	/	-4	-10	/	/
The results go on.
SMILES	CFTR F508del cor	DENV2 CPE rescue	ERp5 inh	XiGFP reactiv	EWS-Fli inh	ARNT-TACC3 inh	INS-1E GSIS act	PAX8 reporter
COc1ccccc1S(=O)(=O)N1CCN(S(=O)(=O)c2ccccc2C#N)CC1	2.7	-1	-1	/	1	-19	2	3
C[C@H](O)C#Cc1cnc2c(c1)C(=O)N([C@H](C)CO)C[C@H](C)[C@H](CN(C)C(=O)c1ccncc1)O2	-2.4	-2	2	0.5	-8	-7	10	/
CCN(C(=O)COC(=O)CNS(=O)(=O)c1ccc2ccccc2c1)C1CCCCC1	0.6	-5	-1	0.2	5	-2	-26	4
COc1ccc(S(=O)(=O)N(C)CC(=O)NCCc2ccccc2)cc1OC	0.9	?	5	-0.1	8	-6	30	12
COc1ccc(NS(=O)(=O)c2cccc(C(=O)N3CCCCCC3)c2)cc1	0.2	7	-3	0.0	0	-12	-3	-2
Cc1noc(C)c1NC(=O)N[C@@H]1CC[C@@H](CCNC(=O)C2CCOCC2)O[C@H]1CO	-1.4	-8	0	-0.7	-3	3	23	-14
Cc1c(C(C)C)c(=O)n(-c2ccc(S(=O)(=O)N3CCOCC3)cc2)n1C	0.1	15	0	0.0	-1	-5	-9	2
COc1cccc(CN2CCC(n3nccc3NC(=O)CCCc3ccccc3)CC2)c1	-3.9	2	-6	0.0	/	-6	-23	5
C#CCN(C[C@H]1[C@H](OC(=O)Nc2cccs2)[C@H](OC(=O)Nc2cccs2)CN(C(=O)OC(C)C)N1C(=O)OC(C)C)S(=O)(=O)c1ccc(C)cc1	1.8	0	-5	0.0	26	/	-9	?
COc1ccc(C2C(C(=O)c3ccco3)=C(O)C(=O)N2CC2CCCO2)c(OC)c1 (configuration not stated)	0.5	5	-4	0.2	0	-2	31	3
CN(C)S(=O)(=O)c1cccc(N=C2SCCN2Cc2ccccc2)c1	-1.0	0	-2	0.2	-3	0	-6	17
CCOc1ccc(NC(=O)CN(C)C(=O)c2ccc(COc3ccccc3)cc2)cc1OCC	-2.2	8	5	1.0	0	4	/	5
Cn1c(=O)[nH]c(=O)c2c1nc(N1CCCCC1)n2C/C=N/Nc1ccc(C(=O)O)cc1	2.9	-6	-3	1.1	-5	-5	49*	-62
COc1ccccc1CNCc1cc(OC)c(OC)cc1OC	-3.1	3	-3	/	3	2	13	/
CC(C)(C)c1cc(CCC(=O)NCc2cccnc2)cc(C(C)(C)C)c1O	1.1	2	6	-0.1	6	-2	-34	21
COc1ccc(S(=O)(=O)N(C)C)cc1NC(=O)CCCSc1ccccc1	-0.7	-6	-1	0.2	-3	-3	-17	26
COc1cccc(NS(=O)(=O)NC(=O)c2cn(C)c3ccccc23)c1	-1.9	5	1	0.2	-8	5	1	5
C[C@@H]1CN([C@@H](C)CO)C(=O)c2c(c3ccccc3n2C)-c2ccccc2CO[C@H]1CN(C)C(=O)c1ccccc1	0.8	9	0	0.2	0	-4	-4	/
C[C@@H]1CN([C@@H](C)CO)C(=O)c2cccc(NC(=O)CCCCCC(=O)Nc3ccccc3N)c2O[C@H]1CN(C)C(=O)Nc1cccc2ccccc12	1.5	21*	3	0.5	9	/	10	-7
Cc1ccc(OCCCC(=O)Nc2cc(Cl)ccc2-n2cncn2)cc1	1.4	4	-9	0.1	8	1	-27	10
Nc1[nH]c(=O)nc(Nc2ccccc2)c1N=O	/	?	7	?	0	28*	8	2
